Screening data (PubChem BioAssay)
KOR beta-arrestin-1: KOR agonists, beta-arrestin recruitment, primary screen, cell-based, luminescence, uHTS (AID 1777); activation, % at 10 µM, or EC50 in µM where a hit was titrated; 280,000 compounds, 0.02% hits; KOR beta-arrestin recruitment, luminescence; higher % means a stronger effect; in the data active = activation above about 50%, passing the limit was not always enough; note: a part of the inactive calls stands beside numbers as strong as those of hits
Siah-1 displacement: Siah-1 peptide-binding antagonists, primary screen, biochemical, fluorescence polarization, rhodamine-plectin, uHTS (AID 1817); 290,000 compounds, 0.02% hits; displacement, % at 20 µM, or IC50 in µM where a hit was titrated; Siah-1 / rhodamine-plectin peptide fluorescence polarization; higher % means a stronger effect;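 active = displacement of at least 50% at 20 µM, with a fluorescence ratio check between 0.3 and a set limit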;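 note: plate controls were Siah plus tracer with DMSO for no effect and tracer alone without Siah for full effect; strong numbers were not always called active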
GPR55 activation: selective activators of receptor GPR55 – imaging, U2OS cells, beta-arrestin-GFP redistribution, primary screen (AID 1961) | 290,000 compounds, 0.048% hits | activation, % at 10 µM; hits with a dose series show EC50 in µM | U2OS GPR55 beta-arrestin-GFP redistribution imaging; higher % means a stronger effect;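 active = activation above 40% with more than 50 cells counted in the well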;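 note: U2OS osteosarcoma cells stably expressing GPR55 and beta-arrestin-GFP; plate controls were DMSO negative control for no effect and LPI positive control for full effect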
AID2073: disruptors of CaV2.2 binding to Mint1 – biochemical, HTRF (AID 2073); HTRF protein-protein interaction, Mint1-CaV2.2; higher % means a stronger effect; one-dose inhibition, % at 20 µM; IC50 in µM for titrated hits; 290,000 compounds, 0.19% hits; in the data active = inhibition mostly above about 51%, no sharp cut-off; note: some results filed as inactive read as strong as hits
HIV fusion peptide: inhibitors of HIV fusion peptide binding, primary screen, biochemical, uHTS, fluorescence dequenching (AID 1986). cell-free peptide binding, fluorescence dequenching, 30 min; higher % means a stronger effect. one-dose inhibition, % at 20 µM; IC50 in µM for titrated hits. 290,000 compounds, 0.3% hits; in the data active = inhibition mostly above about 52%, no sharp cut-off; inactive = mostly below about 76%; note: some results filed as inactive read as strong as hits
NOD1 inhibition: inhibition of NOD1-driven NF-kB reporter – cell-based, luminescence, uHTS, primary screen (AID 1578); NOD1-driven NF-kB luciferase reporter cells, luminescence; higher % means a stronger effect; inhibition, % at 4 µM; hits with a dose series show EC50 in µM; 290,000 compounds, 1% hits; in the data active = inhibition mostly above about 36%, no sharp cut-off; inactive = mostly below about 34%;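 note: HEK-293T reporter cells stimulated with the NOD1 agonist gamma-tri-DAP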
GPR35 antagonists: GPR35 antagonists blocking zaprinast-driven arrestin recruitment, primary screen, imaging, U2OS, beta-arrestin-GFP, zaprinast agonist (AID 2058) | 290,000 compounds, 0.052% hits | U2OS GPR35 beta-arrestin-GFP translocation imaging, zaprinast antagonism; higher % means a stronger effect | one-dose inhibition, % at 10 µM; IC50 in µM for titrated hits;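 active = inhibition of at least 50% with at least 30 cells and total cytoplasm GFP at most 10,000,000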
GPR55 LPI antagonism: inhibition of LPI-stimulated GPR55 beta-arrestin translocation – imaging, U2OS, beta-arrestin-GFP, LPI agonist, primary screen (AID 2013) | inhibition, % at 10 µM, or IC50 in µM where a hit was titrated | 290,000 compounds, 0.13% hits | U2OS GPR55 beta-arrestin-GFP translocation imaging, LPI antagonism; higher % means a stronger effect;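 active = spots per cell inhibited over 60%, with over 100 cells counted and total cytoplasm intensity under 500,000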;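 note: U2OS cells stably carrying GPR55 and arrestin-GFP stimulated by 5 µM LPI near EC80; imaged beta-arrestin-GFP aggregate spots per cell after agonist stimulation; plate controls were LPI-stimulated DMSO wells for no effect and DMSO wells without LPI for full effect; some results filed as inactive read as strong as hits; confirmed hits need IC50 under 10 µM and bright autofluorescent wells are also inconclusive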
KOR beta-arrestin-2: kappa opioid receptor blockers – cell-based, luminescence, uHTS (AID 1778). KOR beta-arrestin recruitment, luminescence, antagonist mode; higher % means a stronger effect. one-dose inhibition, % at 10 µM; IC50 in µM for titrated hits. 290,000 compounds, 0.091% hits; in the data active = inhibition above about 50%; note: strong numbers were not always called active
Active calls of the source: *; nt = not tested or not shown; [ ] = dose if it differs, or a comment.

The line under a structure holds: KOR beta-arrestin-2	GPR55 activation	GPR55 LPI antagonism	AID2073	Siah-1 displacement	KOR beta-arrestin-1	HIV fusion peptide	NOD1 inhibition	GPR35 antagonists
- CCOC(=O)c1c(/N=C/c2cc([N+](=O)[O-])ccc2O)sc(C)c1C
    17%	-0.2%	-9%	6%	3%	2.0%	24%	-20%	-3%
- O=C(COC(=O)c1ccc(NS(=O)(=O)c2ccc(F)c(F)c2)cc1)NCC1CCCO1 (configuration not stated)
    10%	-0.6%	9%	-5%	22%	-0.3%	-0.4%	-15%	-11%
- c1ccc(-c2nnc(C(c3ccccc3)c3ccccc3)o2)cc1
    -19%	-0.3%	7%	1%	3%	20%	0.8%	-4%	6%
- O=C(CSc1ncc(-c2ccccc2)nn1)NCc1ccco1
    -14%	0.3%	6%	2%	-1%	2.1%	5.6%	-2%	1%
- O=C(Nc1nnc(SCc2ccc(Cl)cc2)s1)c1ccco1
    -2%	0.0%	-8%	9%	1%	-2.0%	1.3%	-1%	4%
- CCCNC(=O)Cc1c(OC)ccc2cc(Br)ccc12
    -6%	0.0%	1%	30%	-1%	3.5%	0.3%	-10%	3%
- CCC(CC)C(=O)Nc1c(C)n(C)n(-c2ccccc2)c1=O
    19%	-0.1%	7%	6%	2%	5.8%	5.3%	-10%	6%
- CCN1CCN(CCNC(=O)c2cn(C(C)c3ccccc3F)nn2)CC1 (configuration not stated)
    26%	-0.1%	-1%	0%	1%	-1.0%	-0.2%	-11%	13%
- O=C(CN(C(=O)c1csnn1)c1ccccc1F)NC1CCCCC1
    -10%	-0.2%	-2%	-2%	10%	0.1%	-0.4%	6%	-7%
- CCOC(=O)N1c2ccccc2C=CC1OCC (configuration not stated)
    -4%	-0.1%	0%	6%	6%	-0.7%	1.8%	-16%	12%
- COc1ccc(OCC(=O)N/N=C/C(C)=C/c2ccco2)c(Br)c1
    -49%	-0.2%	-5%	2%	0%	7.8%	0.8%	58%	-6%
- O=C(NNC(=O)c1cc2cc3ccccc3nc2s1)c1cccc(C(F)(F)F)c1
    -5%	-0.1%	9%	32%	15%	0.1%	-3.4%	-11%	2%
- C=CCn1cc(C(C)=O)c(=O)[nH]c1=O
    -11%	0.1%	10%	14%	8%	-11%	-1.0%	-20%	15%
- O=C(CCC1CCCNC1)c1ccccc1 (configuration not stated)
    -14%	0.4%	9%	9%	1%	0.9%	-0.2%	14%	10%
- Cc1ccc(N(CC(=O)N/N=C/c2cccs2)S(C)(=O)=O)cc1Cl
    28%	-0.1%	6%	2%	-5%	2.0%	-1.9%	8%	3%
- O=S(=O)(Nc1ccccn1)c1ccc(Cl)c2ccccc12
    -5%	-0.5%	2%	18%	-5%	0.6%	0.3%	0%	18%
- CC(O)CNC(=O)C1CCN(Cc2ccc(OCc3ccccc3)cc2)CC1 (configuration not stated)
    -13%	-0.2%	14%	5%	-1%	-1.2%	-2.5%	-18%	2%
- O=C1c2ccccc2-n2c1nc1ccccc1c2=O
    16%	1.2%	8%	15%	-1%	5.7%	-1.5%	-1%	-4%
- COc1cccc(N2CCN(c3ccc(N4C(=O)CCC4=O)cc3[N+](=O)[O-])CC2)c1
    -18%	-0.4%	0%	-12%	3%	2.0%	1.6%	-34%	1%
- CC(=O)c1cccc(NC(=O)CC(C)n2ccnc2)c1 (configuration not stated)
    3%	-0.1%	8%	11%	3%	-4.4%	1.3%	6%	8%

As a working copy, part of the list above.
The line under a structure holds: KOR beta-arrestin-2	GPR55 activation	GPR55 LPI antagonism	AID2073	Siah-1 displacement	KOR beta-arrestin-1	HIV fusion peptide	NOD1 inhibition	GPR35 antagonists
- O=C(NNC(=O)c1cc2cc3ccccc3nc2s1)c1cccc(C(F)(F)F)c1
    -5%	-0.1%	9%	32%	15%	0.1%	-3.4%	-11%	2%
- C=CCn1cc(C(C)=O)c(=O)[nH]c1=O
    -11%	0.1%	10%	14%	8%	-11%	-1.0%	-20%	15%
- O=C(CCC1CCCNC1)c1ccccc1 (configuration not stated)
    -14%	0.4%	9%	9%	1%	0.9%	-0.2%	14%	10%
- Cc1ccc(N(CC(=O)N/N=C/c2cccs2)S(C)(=O)=O)cc1Cl
    28%	-0.1%	6%	2%	-5%	2.0%	-1.9%	8%	3%
- O=S(=O)(Nc1ccccn1)c1ccc(Cl)c2ccccc12
    -5%	-0.5%	2%	18%	-5%	0.6%	0.3%	0%	18%
- CC(O)CNC(=O)C1CCN(Cc2ccc(OCc3ccccc3)cc2)CC1 (configuration not stated)
    -13%	-0.2%	14%	5%	-1%	-1.2%	-2.5%	-18%	2%
- O=C1c2ccccc2-n2c1nc1ccccc1c2=O
    16%	1.2%	8%	15%	-1%	5.7%	-1.5%	-1%	-4%

Going on with the list:
The line under a structure holds: KOR beta-arrestin-2	GPR55 activation	GPR55 LPI antagonism	AID2073	Siah-1 displacement	KOR beta-arrestin-1	HIV fusion peptide	NOD1 inhibition	GPR35 antagonists
- Cc1nc(CSc2nnc3scc(-c4ccc(Cl)cc4)n23)cs1
    -13%	-0.1%	-5%	-15%	-6%	-1.9%	-3.0%	9%	8%
- c1ccc(-c2nc(N3CCOCC3)sc2-c2ccccc2)cc1
    -34%	0.7%	-1%	7%	0%	7.8%	-2.2%	31%	9%
- CCCCN(CCCNc1ncnc2nc[nH]c12)c1ccccc1
    -19%	-0.1%	0%	1%	-3%	4.1%	38%	-8%	7%
- COc1ccc(-c2nnc(SCC(=O)NC(C)c3ccccc3)o2)cc1 (configuration not stated)
    -21%	-0.1%	6%	-2%	4%	-1.5%	1.3%	-10%	8%
- O=C(OCCN=C1NS(=O)(=O)c2ccccc21)c1cccs1
    11%	-0.2%	-6%	3%	0%	-2.9%	-0.8%	-4%	-11%
- Cc1cc(C)n2nc(C(=O)N/N=C/c3ccccc3C)nc2n1
    nt	0.0%	2%	8%	-2%	-0.8%	-0.7%	-14%	4%
- CN(C)c1ccc(/C=[N+](\[O-])C(C)(C)/C=N/O)cc1
    -12%	0.2%	8%	-4%	2%	-1.4%	1.6%	4%	5%
- CCCC(NS(=O)(=O)c1ccc(Br)cc1)C(=O)O (configuration not stated)
    21%	-0.2%	2%	-6%	-1%	4.6%	0.0%	-7%	10%
- N#CN/C(=N\S(=O)(=O)c1ccccc1)c1ccccc1
    -4%	-0.1%	6%	32%	6%	0.4%	-1.2%	-23%	-6%
- C=CCc1cccc2cc(C(=O)NCCOC)c(=O)oc12
    -22%[20 µM]	-0.1%	5%	13%	9%	-10%	-0.6%	-25%	-5%
- O=C(O)CS(=O)(=O)CC(=O)O
    -10%	0.3%	16%	2%	2%	-4.8%	2.0%	-12%	-15%
- CCc1cc(=O)oc2cc(C)cc(OCC(=O)NC(Cc3ccc(Cl)cc3)C(=O)O)c12 (configuration not stated)
    -39%[20 µM]	-0.1%	7%	25%	2%	6.0%	6.3%	-25%	-4%
- CCN(C1CCS(=O)(=O)C1)S(=O)(=O)c1cccs1 (configuration not stated)
    7%	0.1%	0%	0%	-1%	3.9%	-0.6%	-21%	-3%
- O=C(CN(Cc1ccc2c(c1)OCO2)C(=O)CSc1nc2ccccc2o1)NC1CCCCC1
    -50%	-0.1%	-13%	-4%	-4%	5.1%	-2.2%	-24%	2%
- CCc1cccc(OCC(=O)Nc2ccc(S(=O)(=O)Nc3onc(C)c3C)cc2)c1
    -4%	-0.2%	-7%	2%	1%	1.9%	2.8%	-26%	-6%
- CCOC(=O)C1CCN(C(=O)CSc2ccc(Cl)cc2)CC1
    -12%	-0.2%	-13%	16%	2%	-3.3%	-1.6%	-23%	-4%
- COc1ccc2cc(CCNC(=O)c3ccc(S(=O)(=O)N4CCCC4)cc3)c(=O)[nH]c2c1
    30%	-0.1%	-4%	13%	3%	-4.0%	0.7%	2%	0%
- CN(C(=O)CC1C(=O)NCCN1C/C=C/c1ccccc1)C1CCOCC1 (configuration not stated)
    -2%[20 µM]	-0.1%	1%	-2%	-4%	-2.8%	1.9%	-17%	19%
- CCOc1ccc(S(=O)(=O)/N=C(\N)c2ccccc2)cc1
    29%	-0.1%	-17%	-6%	-2%	-1.8%	-1.2%	8%	3%
- COc1ccc(C(=O)Nc2ccc(C(=O)Nc3cccnc3)cc2)cc1
    7%[20 µM]	0.5%	-6%	46%	-1%	-6.0%	1.2%	7%	3%
- Cc1cc(N)nc(SCC(=O)N2C(C)CCCC2C)n1 (configuration not stated)
    0%	-0.2%	-9%	-71%	-1%	3.1%	-2.7%	-16%	1%
- CC(=O)Nc1ccc(OCC(O)CNC2CCCC2)cc1 (configuration not stated)
    8%	-0.1%	2%	-11%	-3%	-3.1%	-1.4%	-12%	-7%
- Cc1c(C(=O)Nc2ccc(Cl)cn2)oc2ccccc12
    -10%	0.3%	1%	1%	4%	0.5%	-2.0%	-28%	-8%
- O=C(NCCN1CCN(c2ccccc2F)CC1)c1cccn2c(=O)c3ccccc3nc12
    11%	-0.1%	20%	21%	3%	-4.3%	-0.1%	-6%	20%
- CO/N=C(/COc1ccc(F)cc1)c1ccc(OC)cc1
    29%	-0.1%	13%	5%	8%	-5.2%	-1.1%	-6%	-9%
- CCC(CC)C(=O)NCCc1ccc(OC)cc1
    23%	-0.1%	1%	-4%	10%	-5.0%	-0.8%	-3%	4%
- COc1cccc(CSCC(=O)NCCc2ccccc2)c1OC
    6%	0.0%	4%	4%	6%	3.5%	2.1%	-20%	-8%
- CC(C)Cn1c(NCCO)nc2ccccc21
    -16%	-0.1%	8%	-9%	4%	-3.0%	6.6%	-18%	-10%
- COc1ccc(-n2c(=S)[nH]c3sc(-c4ccccc4)cc3c2=O)c(OC)c1
    34%	-0.1%	19%	14%	-1%	-0.3%	5.8%	0%	11%
- Cc1c(C(=O)NC(C)c2ccncc2)oc2ccccc12 (configuration not stated)
    2%	-0.1%	6%	-5%	0%	-3.9%	0.5%	-9%	-5%
- O=C(NC1CCN(C(=O)N2CCOCC2)CC1)c1ccccc1
    -11%	-0.1%	7%	2%	-2%	-2.6%	-0.4%	23%	0%
- Cc1occc(=O)c1OCc1c(Cl)cccc1Cl
    2%	0.0%	13%	10%	5%	-3.0%	-2.3%	13%	-5%
- Cn1c(=O)cc(NCc2ccccc2)[nH]c1=O
    -4%	0.0%	-3%	-6%	-4%	0.4%	-1.1%	-16%	-6%

An excerpt; count on the stated rates, not on these rows.
